Source: PubChem BioAssay
RORg inh = inhibitors of mouse ROR gamma transcriptional activity. Drosophila S2 Gal4-RORgamma UAS-luciferase reporter, 20 h. Potency, µM (highest dose often 53.6 µM), without a hit: top-dose activity change, negative = inhibition, most hits filed as inhibitors. hit rate 5.4% among 310,000. AID 2551; note: % is set by controls: 0 for no effect and ±100 for the full control effect; nearly all actives have a fitted effect of over 60% in size
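Stable Schneider cell line, Gal4 DNA-binding domain fused to ROR gamma, UAS-luciferase. Cmpd 1 hr RT → CuSO4 700 uM final → 20 hr RT → luciferase reagent 10 min → luminescence.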
MLL CXXC-DNA inh = MLL CXXC-DNA interaction inhibition; MLL-CXXC / FITC-HOXA9 DNA fluorescence polarization; Potency, µM (doses to about 115 µM), for inactives: at the highest dose activity change, negative = inhibition, most hits filed as inhibitors; hit rate 0.037% among 290,000; active = well fitted inhibition curve with a large enough effect in the polarisation, with a control signal flat, not every such curve was filed as active; inconclusive = small, poorly fitted or top-dose-only effect, or effect the other way, or a change in a side signal; inactive = no such curve, though single readings can be large or run the other way; the % refers to the polarisation
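Fluorescence polarization: 7 uM MLL-CXXC (stock) preincubated 5 min with compounds, then 50 nM fluorescein-HOX-A9 DNA (stock) added; 30 min ambient. Buffer 50 mM Tris-HCl pH 7.5, 50 mM NaCl, 1 mM DTT, 0.05% BSA.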
Rab9 promoter act = Rab9 promoter activation. Huh7 Rab9 promoter-luciferase reporter, luminescence, 24 h. Potency, µM (top dose mostly 9.22 µM), without a hit: at the highest dose activation, negative = inhibition, most hits filed as activators. hit rate 2.8% among 320,000. AID 485297; note: % of control where 0% means no effect; nearly all actives have a fitted effect of over 60% in size
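Stable Rab9-luc Huh7, 1500 cells/well, 2 h settle; cmpd in DMSO, 24 h, 37 °C/5% CO2; luciferase reagent 10 min RT; luminescence.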
NPC1 promoter act = NPC1 promoter activation. Huh7 NPC1 promoter luciferase reporter, 24 h. Potency, µM (titrated, usually from 9.22 µM), for the others: at the top dose activation, actives largely listed as activators. hit rate 2.4% among 320,000. AID 485313;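 note: % of control where 0% means no effect; nearly all actives have a fitted effect of over 60% in size; reporter is driven by a mutant NPC1 promoter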
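Stably transfected Huh7 (NPC1 promoter→luciferase), 1500 cells/well in Opti-MEM + 10% FBS, 2 h settle, then compound 24 h at 37 °C. Luminescence after 10 min with Amplite reagent.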
Gal4-VP16 FLuc = Gal4-VP16 reporter inhibition counter-screen | Drosophila S2 Gal4-VP16 UAS-luciferase, luminescence, 20 h | Potency, µM (top dose mostly 53.6 µM), for the others: at the highest dose activity, negative = inhibition, actives largely listed as inhibitors | hit rate 3.5% among 310,000 | AID 2546;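 note: Gal4-VP16 expression switched on by copper sulfate through the metallothionein promoter; % is set by controls: 0 for no effect and ±100 for the full control effect; nearly all actives have a fitted effect of over 50% in size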
uPA surface inh = inhibitors of cell surface uPA generation | cell surface uPA generation assay, qHTS | Potency, µM (titrated, usually from 38.3 µM), for inactives: at the highest dose activity change, negative = inhibition, usual class: inhibitors | hit rate 0.31% among 330,000; active = well fitted inhibition curve with a large enough effect; inconclusive = small, poorly fitted or top-dose-only effect; inactive = no such curve, though single readings can be large or run the other way; tested in mouse RAW 264.7 cells; note: % is set by controls: 0 for no effect and ±100 for the full control effect; nearly all actives have a fitted effect of over 55% in size
BRCA1 expr up = BRCA1 expression activation; MCF7-BRCA1-FFLuc reporter, luminescence, 48 h; response scale: scaled: vehicle 0%, 10 µM genistein 100%; Potency, µM (highest dose often 46.1 µM), inactives show at the top dose activation, actives largely listed as activators; hit rate 1.1% among 380,000; AID 624202; note: nearly all actives have a fitted effect of over 80% in size; some results filed as inactive show a strong effect at the top dose
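Quantitative HTS in MCF7 cells stably reporting BRCA1 expression via firefly luciferase. Compound treatment lasts 48 h at 37 °C in phenol-red free MEM. Activation is expressed relative to genistein at 10 microM and DMSO.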
ELG1 genotox = inducers of genotoxicity in HEK293T ELG1-luciferase cells. Potency, µM (top dose mostly 46 µM), without a hit: at the top dose activity change, positive = activation, usual class: activators. hit rate 1.3% among 330,000. HEK293T ELG1-luciferase reporter, luminescence, 16 h; note: % of control where 0% means no effect; nearly all actives have a fitted effect of over 60% in size
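Reporter readout depends on ELG1 protein level, which increases with genetic stress. After 16 hr compound exposure at 37 °C, luciferase activity was quantified using ONE-Glo.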
FLuc modulator = firefly luciferase modulation, counter-screen for miR-21 project | P08659 | purified FLuc, Km substrates, luminescence inhibition | Potency, µM (titrated, usually from 57.5 µM), without a hit: at the top dose activity change, negative = inhibition, usual class: inhibitors | hit rate 6.9% among 360,000 | AID 588342;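 note: plate controls were vehicle for no effect and reference inhibitor for full effect; nearly all actives have a fitted effect of over 55% in size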
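Purified P. pyralis luciferase, 10 nM final, with Km-level 10 uM D-luciferin and 10 uM ATP in 50 mM Tris acetate pH 7.5, 10 mM Mg acetate, 0.01% Tween-20, 0.05% BSA; 6-point qHTS titration about 60 µM downward; luminescence read.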
p53 reactivation = mutant p53 re-activation in reporter cells. H1299 p53-A138V BP100-luciferase reporter, luminescence, 24 h. Potency, µM (series often up to 92.2 µM), for inactives: top-dose activity change, positive = activation, actives largely listed as activators. hit rate 0.063% among 320,000; note: % of control where 0% means no effect; nearly all actives have a fitted effect of over 45% in size
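p53-null H1299 cells stably carrying temperature-sensitive p53-A138V and a BP100-luciferase reporter were pinned with compounds (4-point, 1:5 series) and held 24 hrs at 37 deg C. Luminescence was read 10 min after detection reagent.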
MBNL1-CUG inh = MBNL1-poly(CUG) RNA binding inhibition | Q9NR56 | TR-FRET MBNL1-His/biotin-(CUG)12 binding, 665/545 ratio | Potency, µM (doses to about 57.5 µM), inactives show at the highest dose activity change, negative = inhibition, usual class: inhibitors | hit rate 0.036% among 280,000 | AID 2675; active = well fitted inhibition curve with a large enough effect in the signal ratio, with a control signal flat, not every such curve was filed as active; inconclusive = small, poorly fitted or top-dose-only effect, or effect the other way, or a change in a side signal; inactive = no such curve, though single readings can be large or run the other way; the % refers to the signal ratio; note: % is set by controls: 0 for no effect and ±100 for the full control effect
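TR-FRET readout: Ex 340 nm, 665/545 nm emission ratio, normalized to buffer-only (basal) and MBNL1-(CUG)12 controls. Complex of MBNL1-His with Biotin-(CUG)12, compounds 92 nM–58 uM, incubated 60 min at room temperature.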
Active calls of the source: *; ? = inconclusive; . = not tested or not shown; & = joins results of further samples; [ ] = remark or other dose. Unless noted, calls come from the whole dose curve; as a rule, active = well fitted curve in the direction sought with a large enough effect; inconclusive = small, poorly fitted or top-dose-only effect, or another doubt; inactive = no such curve, though single readings can be large; an effect the other way counts as inactive or inconclusive. Potency is the fitted concentration of half-maximal effect.

SMILES	RORg inh	MLL CXXC-DNA inh	Rab9 promoter act	NPC1 promoter act	Gal4-VP16 FLuc	uPA surface inh	BRCA1 expr up	ELG1 genotox	FLuc modulator	p53 reactivation	MBNL1-CUG inh
CS(=O)(=O)N1CCN(C(=O)Cc2ccc(Br)cc2)CC1	4%[1.91 µM]	2%	5%	0%	-3%	?	18%	0%	0%	11%	4%
COc1ccc(C2(C)NC(=O)N(CC(=O)NCc3ccccc3F)C2=O)cc1 (stereo not given)	-18%	-6%	13%	9%	9%	-6%	10%	3%	-3%	-1%	-16%
CC(=O)n1cc([C@H]2C=C(C(=O)N3CCN(Cc4ccc5c(c4)OCO5)CC3)O[C@@H](OCCCCO)C2)c2ccccc21	35%	-19%	-4%	-2%	-12%	?	-22%	-10%	2%	-2%	-1%
CCCCOc1ccc(C(C)NC(=O)CCS(=O)(=O)Cc2ccc(Cl)cc2)cc1 (stereo not given)	-2%	13%	0%	0%	-5%	-1%	-17%	12%	2%	6%	-2%
CNC(=S)N(Cc1ccc(OC)cc1)C1CC(=O)N(c2ccc(OC)cc2)C1=O (stereo not given)	?	-1%	-1%	-9%	13%	2%	2%	-4%	0%	-7%	?
C=CCn1c(SCC(=O)Nc2cc(C)on2)nnc1C1COc2ccccc2O1 (stereo not given)	17%	12%	-2%	7%	-3%	-3%	-21%	-1%	-6%	-4%	-13%
O=C(N/N=C/c1ccccn1)c1cccc(S(=O)(=O)N2CCCC2)c1	?	0%	1%	2%	-5%	-15%	20%	0%	-5%	3%	-3%
O=C(NCCNc1ccc([N+](=O)[O-])cc1)c1ccccc1Br	0%	3%	-8%	3%	-12%	1%	-25%	-4%	-5%	2%	?
COc1cccc(NC(=O)COC(=O)C2CC3CCCC(C2)C3=O)c1 (stereo not given)	.	.	-3%	5%	.	9%	2%	0%	-10%	0%	.
CS(=O)(=O)N(CC(=O)NCCSCc1ccccc1Cl)c1ccc(F)cc1	1%	2%	-1%	-3%	-9%	-3%	-1%	-5%	0%	.	6%
COc1ccccc1S(=O)(=O)Cc1ccc(C(=O)N2CCN(c3ccccc3)CC2)o1	31%	2%	-2%	1%	7%	-6%	-41%	-7%	-4%	-20%	-3%
COc1ccc(/C=C2\SC(=O)N(CC(=O)NC3CCS(=O)(=O)C3)C2=O)cc1 (stereo not given)	-43%	0%	0%	-3%	3%	-19%	33%	8%	?	3%	?
Cc1ccc(C(=O)NCC(=O)N(C)Cc2ccc(Cl)cc2Cl)s1	.	.	1%	-3%	.	16%	-6%	8%	4%	-12%	.
Cc1cc(C)nc(-n2cc(C(=O)c3cc(F)ccc3O)cn2)n1	10%	4%	-4%	-1%	-6%	0%	-41%	1%	-1%	1%	-2%
CC1CC(C)CN(C(=O)CNS(=O)(=O)c2ccc(Br)s2)C1 (stereo not given)	22%	-1%	1%	11%	0%	-2%	-3%	-3%	-2%	8%	1%
Cn1cc(S(=O)(=O)c2ccccc2)c(=O)c2cc(F)c(N3CCOCC3)cc21	-12%	9%	-1%	-5%	-1%	-6%	-2%	1%[9.26 µM]	0%&2%	2%	7%
COc1cccc(CNC(=O)CCC2CCCN(C(=O)c3cc(C4CC4)[nH]n3)C2)c1 (stereo not given)	-40%	-3%	19%	22%	?	3%	62%	5%	-28%	8%	11%
CCOC(=O)c1ccccc1NC(=O)Cc1sc(-c2cccnc2)nc1-c1ccc(C)cc1	35%	3%	-7%	-1%	-11%	.	.	-11%	2%	-6%	.
CN1C(=O)CC(N2CCN(c3ccc(Cl)cc3)CC2)C1=O (stereo not given)	13%	2%	-4%	-3%	?	1%	25%	0%	1%	5%	.
COc1ccc(-c2[nH]ncc2CN(C)Cc2cccnc2)c(OC)c1	1%	5%	9%	-1%	-6%	-4%	0%	0%	4%	1%	4%
CCOC(=O)C1=C(N)N(c2ccccc2)C(=O)C1	18%	7%	-1%	-4%	-5%	4%	-22%	2%	4%	-1%	1%
CCS(=O)(=O)N1CCN(c2ccccc2)CC1	?	-4%	-2%	2%	-11%	0%	-13%	1%	0%	-6%	.
COCCCn1c(SCC(=O)Nc2cccc(C(=O)OC)c2)nnc1-c1ccncc1	6%	-2%	-3%	2%	-3%	1%	1%	0%	-1%	-4%	-9%
O=C(Nc1ccc(Oc2cccc(C(F)(F)F)c2)nc1)c1ccco1	?	-16%	-5%	-3%	0%	-7%	-15%	-12%	0%	-11%	.
CCOc1nc(Nc2ccc(OC)cc2)nc(OCC)n1	7%	-4%	-4%	0%	?	-7%	-4%	0%	2%	-1%	-3%
CCn1c(-c2ccccc2)c(C(=O)CCl)c2ccccc21	11µM*	6%	-37%[inhibitor]	-31%[inhibitor]	?	?	-88%	-5%	-11%	-14%	3%
CC(C)n1c2ccccc2c2cc([N+](=O)[O-])ccc21	-7%	6%	-1%	-8%	-17%	5%	-5%	1%	-1%	-4%	50%[activator]
CCOc1ccc(NC(=O)c2cc3c(=O)n(C)c4ccccc4c3n2C)cc1	3%	11%	-3%	-1%	-5%	8%	-11%	8%	-2%	19%	39%[activator]
O=C(Cn1nc(C(F)(F)F)c2c1CCC2)NC1CCCCC1	0%[10 µM]	1%	-2%	8%	0%	-3%	-1%	6%	0%	29%	-15%
COc1ccc([C@H]2CC(=O)C=C(c3ccccc3C(F)(F)F)C2)cc1	.	.	2%	-2%	.	-16%	-5%	1%	-3%	-4%	.
CCCN1C(=O)C2C(C(=O)Nc3cccc(OC)c3)C3C=CC2(O3)C1C(=O)NC1CCCCC1 (stereo not given)	10%	2%	-3%	-5%	-1%	0%	-19%	3%	-1%	1%	-2%
Cc1ccc(C(=O)N2CCC(C(=O)NC3CCCC3)CC2)cc1	0%	-5%	-1%	-2%	5%	0%	0%	1%	2%	-1%	-8%
Cc1nc(S(=O)(=O)N(C)Cc2ccccc2)c(C#N)c(C)c1Cl	-12%	4%	-7%	-3%	1%	4%	45%	0%	0%	-2%	8%
COc1ccc(/C=N/OCC(=O)N(Cc2ccc(OC)cc2)c2ccccc2C(=O)O)cc1	-2%[10 µM]	-5%	1%	0%	-10%	5%	-3%	1%	3%	-2%	.
CCN(CC)S(=O)(=O)c1ccc(NCc2ccccn2)nc1	4%	11%	0%	?	2%	8%	11%	2%	-4%	3%	-2%
O=C(NCC(c1cccs1)N1CCOCC1)c1ccc(Cl)nc1 (stereo not given)	.	.	0%	2%	.	?	-2%	0%	1%	-1%	.
COc1ccc(NC(=S)N(CCCOC(C)C)C2CCN(C(C)=O)CC2)cc1Cl	3%	9%	0%	-2%	13%	12%	4%	4%	0%	3%	-1%
Cc1ccc(OCCNC(=O)CNC(=O)c2ccc(C)cc2)cc1	6%	-12%	11%	1%	0%	5%	11%	0%	1%	9%	-9%
Cc1ccc(SCc2cn3cc(Cl)ccc3n2)cc1	?	2%	?	?	-1%	-2%	10µM*	21%	13µM*	16%	2%
Cc1n[nH]c(=O)c2c(NC(=O)CSc3nn(-c4ccc(F)cc4)c(=S)s3)oc(C)c12	.	.	1%	1%	.	2%	-5%	-6%	-2%	0%	.
CC(C)OC(=O)CSc1ncnc2c1cnn2-c1ccccc1	2%	0%	20%	2%	7%	-15%	2%	27%	8.5µM*	-13%	0%
CCOC(=O)c1[nH]c(C)c(C(=O)Nc2ccc3c(c2)OCCO3)c1C	2%	-2%	10%	12%	-2%	.	63%	12%	?	9%	-6%
c1ccc(C2Nc3ccccc3Oc3ccccc32)cc1 (stereo not given)	?	5%	-7%	-1%	-11%	7%	0%	-2%	-1%	1%	1%
O=S(=O)(c1ccccc1)n1cc(-c2ccccn2)c(N2CCOCC2)n1	13%	0%	3%	-3%	4%	1%	-4%	2%	-3%	1%	-4%
CC(=O)N1CCC(C(=O)Nc2ccc(S(=O)(=O)NCCc3ccccc3)cc2)CC1	12%	-11%	3%	1%	?	1%	-18%	-3%	2%	4%	-6%
C[C@H](Nc1ncnc2sc3c(c12)CCC3)C(=O)O	2%	-1%	4%	-3%	-2%	6%	-17%	0%	4%	-4%	-9%
CCCCN(CC)CCCNC(=O)CN1C(=O)CSc2ccc(S(=O)(=O)N3CCOCC3)cc21	-4%	4%	0%	-14%	0%	-4%	-1%	0%	-4%&0%	-1%	-1%
COc1ccc(C/C(C)=N/NS(=O)(=O)c2ccc(Br)cc2)cc1	10µM*	19%	0%	1%	?	-6%	7%	2%	?	-3%	-7%

These rows are one share of the data; the hit share may differ from the screen's.
